# PI4K2A block: inhibitors of human PI4K2A; activity change, negative = inhibition, % at 76.9 µM; 420,000 tested, 0.13% active; Q9BTU6; purified PI4K2A, ADP-Glo luminescence, 1 h; stronger effect = lower value; in the data active means activity change below about -50%; inconclusive means mostly about -30% to -49%;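 further: -100% = wells without enzyme as full effect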
#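 PI4K2A activity was measured by ADP-Glo luminescence: enzyme (4 ug/mL stock) and phosphatidylinositol (1.2 mM stock) in Tris pH 7.5/MgCl2/EGTA/Triton X-100 buffer were reacted with ATP (300 microM stock) for one hour at ambient temperature.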
# GLS inh: blocks human kidney-isoform glutaminase activity. O94925. GLS enzymatic activity, qHTS titration. Potency, µM (top dose mostly 45.5 µM), inactives show at the highest dose activity change, negative = inhibition, most hits filed as inhibitors. 410,000 tested, 0.21% active; further: potency means the concentration at half of the fitted maximal effect; on the % scale 0 is the no-effect control and ±100 the full control effect
#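 hKGA in 45 mM KH2PO4 pH 8.2, 0.02% Tween-20 with pin-transferred compounds; 1 mM L-glutamine (stock) plus glutamate oxidase/HRP/Amplex Red coupling added. Fluorescence read initially and after 30 min at RT.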
# ERG Ets-DNA blk: ERG Ets/DNA interaction inhibition | 370,000 tested, 0.028% active | AID 624246 | fluorescence polarization, His-ERG Ets domain / labelled DNA | P11308 | Potency, µM (top dose mostly 76.9 µM), inactives show at the highest dose FP activity, negative = inhibition, actives largely listed as inhibitors; active means well fitted inhibition curve with a large enough effect in the polarisation, with a control signal flat; inconclusive means small, poorly fitted or top-dose-only effect, or effect the other way, or a change in a side signal; inactive means no such curve, though single readings can be large or run the other way; the % refers to the polarisation;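 further: polarization taken with two DNA probes labelled with fluorescein and Texas red; potency means the concentration at half of the fitted maximal effect; % of control where 0% means no effect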
#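 His-tagged ERG Ets domain (1 uM in the protein solution; 300mM KCl, 50mM Tris-HCl, 1mM EDTA, 1mM DTT, pH 7.5) received compound, then a probe mix of 5 nM fluorescein-DNA and 100nM Texas-615-DNA. Fluorescence polarization was read for both dyes.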
# HP1b binding inh: inhibitors of HP1-beta chromodomain binding to methylated histone tails | Potency, µM (top dose mostly 114 µM), inactives show top-dose activity change, negative = inhibition, usual class: inhibitors | P83916 | 390,000 tested, 0.56% active | AlphaScreen HP1-beta / biotin-H3K9me3 peptide binding; further: potency means the concentration at half of the fitted maximal effect; nearly all actives have a fitted effect of over 70% in size; inactives centre near 23
# Target sequence (P83916 whole entry, looked up): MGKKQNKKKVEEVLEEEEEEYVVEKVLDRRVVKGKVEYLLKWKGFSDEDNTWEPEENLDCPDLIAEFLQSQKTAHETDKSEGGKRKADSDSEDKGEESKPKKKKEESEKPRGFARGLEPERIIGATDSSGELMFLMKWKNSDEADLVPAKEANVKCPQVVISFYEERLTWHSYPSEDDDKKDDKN
#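 HP1-beta protein (50 nM final) preincubated 30 min at room temperature with biotinylated H3(1-18)K9me3 peptide (50 nM) in PBS pH 7.4, 0.01% Tween-20, then compound added for 30 min. AlphaScreen streptavidin donor/nickel chelate acceptor beads (10 ug/mL final), 30 min dark, luminescence read.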
# JMJD2A Tudor: JMJD2A Tudor domain (human) inhibition; O75164; AlphaScreen JMJD2A-Tudor / H3K4me3 peptide binding; Potency, µM (series often up to 114 µM), for the others: at the top dose activity change, negative = inhibition, most hits filed as inhibitors; 390,000 tested, 4.4% active; further: potency means the concentration at half of the fitted maximal effect; on the % scale 0 is the no-effect control and ±100 the full control effect; nearly all actives have a fitted effect of over 50% in size
# G9a inh: G9a (human) methyltransferase inhibition; Q96KQ7; G9a H3K9 monomethylation, AlphaScreen, 2 h; Potency, µM (series often up to 102 µM), for inactives: top-dose activity, negative = inhibition, usual class: inhibitors; 350,000 tested, 8.8% active; further: potency means the concentration at half of the fitted maximal effect; on the % scale 0 is the no-effect control and ±100 the full control effect; nearly all actives have a fitted effect of over 75% in size
#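 Chemiluminescent proximity detection of H3K9 monomethylation, read after 10 min bead incubation in the dark. Reaction: 20 nM G9a, 500 nM biotin-H3K9 peptide, 20 uM SAM cofactor, 2 h, room temperature, following 15 min enzyme-compound preincubation.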
# BAZ2B inh: BAZ2B (human) inhibition; Q9UIF8; AlphaScreen BAZ2B-H3K14Ac peptide displacement; Potency, µM (top dose mostly 114 µM), without a hit: top-dose activity change, negative = inhibition, usual class: inhibitors; 360,000 tested, 4.4% active; AID 504333; further: potency means the concentration at half of the fitted maximal effect; on the % scale 0 is the no-effect control and ±100 the full control effect; nearly all actives have a fitted effect of over 60% in size
#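 Protein-peptide AlphaScreen: BAZ2B 50 nM, b-H3K14Ac 50 nM, 1x PBS pH 7.4 + 0.01% Tween-20. Preincubation 30 min RT; cpd 30 min RT (top 110 uM); beads 20 min RT, light-protected.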
# RGS4 inh: blocks human RGS4-accelerated GTP hydrolysis | Transcreener GDP fluorescence polarization, RGS4-accelerated GTP hydrolysis | Potency, µM (top dose mostly 114 µM), inactives show at the highest dose activity change, negative = inhibition, hits mostly inhibitors | 390,000 tested, 0.039% active | AID 504845; further: potency means the concentration at half of the fitted maximal effect; on the % scale 0 is the no-effect control and ±100 the full control effect; nearly all actives have a fitted effect of over 75% in size; some results filed as inactive show a strong effect at the top dose
# Target sequence (P49798 whole entry, looked up): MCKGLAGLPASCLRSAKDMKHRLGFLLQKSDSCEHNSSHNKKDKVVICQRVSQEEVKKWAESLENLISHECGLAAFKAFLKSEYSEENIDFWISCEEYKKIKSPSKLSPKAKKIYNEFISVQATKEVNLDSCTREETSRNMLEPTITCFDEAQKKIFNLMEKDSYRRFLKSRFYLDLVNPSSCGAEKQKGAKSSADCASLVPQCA
#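 MLSMR compounds (23 nl, pin-transferred) preincubated 10 min at room temperature with a 500nM (2x) first reagent, then RGS4 at 900nM (2x) plus Transcreener GDP mix added; fluorescence polarization (620/688 nm) read before and after 90 min at 30 °C.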
# ALOX12 inh: blocks human arachidonate 12S-lipoxygenase. AID 1671190. purified 12hLO, xylenol orange hydroperoxide absorbance. 580,000 tested, 1.1% active. Potency, µM (doses to about 108 µM), for the others: top-dose activity change, negative = inhibition, usual class: inhibitors. P18054; further: potency means the concentration at half of the fitted maximal effect; on the % scale 0 is the no-effect control and ±100 the full control effect
# Target sequence (P18054 whole entry, looked up): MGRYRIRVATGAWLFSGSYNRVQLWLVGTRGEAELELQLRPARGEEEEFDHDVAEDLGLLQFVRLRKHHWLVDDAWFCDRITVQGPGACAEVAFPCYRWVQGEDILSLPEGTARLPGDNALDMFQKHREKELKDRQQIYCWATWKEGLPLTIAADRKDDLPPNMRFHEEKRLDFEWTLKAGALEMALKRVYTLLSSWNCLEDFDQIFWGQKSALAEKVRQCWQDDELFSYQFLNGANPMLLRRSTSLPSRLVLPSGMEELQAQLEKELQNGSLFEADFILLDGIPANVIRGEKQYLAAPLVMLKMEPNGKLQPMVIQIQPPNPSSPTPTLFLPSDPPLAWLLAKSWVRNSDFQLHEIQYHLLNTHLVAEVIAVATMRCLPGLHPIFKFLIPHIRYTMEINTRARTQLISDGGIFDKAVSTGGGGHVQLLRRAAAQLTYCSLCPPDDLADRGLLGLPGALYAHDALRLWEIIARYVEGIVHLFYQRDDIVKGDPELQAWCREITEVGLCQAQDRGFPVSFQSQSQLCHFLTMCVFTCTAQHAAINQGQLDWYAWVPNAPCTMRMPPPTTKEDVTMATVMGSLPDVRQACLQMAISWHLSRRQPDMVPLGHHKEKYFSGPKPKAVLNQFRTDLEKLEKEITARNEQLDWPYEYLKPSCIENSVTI
#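 Purified human 12hLO at 150 nM in 25 mM Hepes, 0.01% Triton X-100, pH 7.0, preincubated 15 min at room temperature with compound. Reaction started with 40 uM arachidonic acid, 30 min at room temperature. Hydroperoxide measured by Fe-xylenol orange, 573/405 nm absorbance ratio.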
# * hit, by the source's call; ? = inconclusive; nt = no result given; [ ] = dose if it differs, or a comment. Unless noted, the call rests on the fitted dose curve; in most records, active means well fitted curve in the direction sought with a large enough effect; inconclusive means small, poorly fitted or top-dose-only effect, or another doubt; inactive means no such curve, though single readings can be large; an effect the other way counts as inactive or inconclusive.
# Below each compound: PI4K2A block	GLS inh	ERG Ets-DNA blk	HP1b binding inh	JMJD2A Tudor	G9a inh	BAZ2B inh	RGS4 inh	ALOX12 inh
> Cc1ccc(-c2csc(C3=C(O)CN(NC(=O)c4ccc([N+](=O)[O-])cc4)C3=N)n2)cc1
→ -7.5	0.0%	-8.2%	21.6%	-22.4%	?	-25.4%	-52.0%	6.3%
> CC(=O)Nc1ccc(S(=O)(=O)N2CCN(C(=O)CCC3CCCC3)CC2)cc1
→ 0.6	2.8%	0.2%	42.6%[activator]	-9.3%	-1.1%[12.7 µM]	-38.0%	-15.8%	-6.0%
> N#C/C(C(=O)N1CCOCC1)=C1/SC(Cc2ccccc2Cl)C(=O)N1c1ccccc1 (stereo unspecified)
→ -1.8	5.6%	-3.3%	17.2%	-24.0%	-65.3%	-33.6%	25.6%	-0.4%
> O=c1[nH]c(C2CCN(S(=O)(=O)c3ccccc3F)CC2)nc2c1nnn2Cc1ccc(OC(F)(F)F)cc1
→ -3.0	7.2%	5.6%	54.4%[activator]	-21.4%	-3.3%	-27.6%	10.4%	43.6%[activator]
> COC(=O)c1sc(=S)n(-c2ccccc2)c1N
→ 1.2	-9.9%	6.4%	?	?	3.16µM*	-27.9%	?	44.7µM*
> Cc1ccc(NC(=O)c2c(C(F)(F)F)nn(C)c2SCc2ccc(Cl)cc2)cc1C
→ -3.4	-10.5%	3.7%	50.1%	4.4%	122.8%[activator][59 µM]	-0.2%	17.2%	-8.7%
> O=C(c1ccc(S(=O)(=O)N2CCOCC2)cc1)N(Cc1ccco1)Cc1cccs1
→ 2.1	-4.3%	8.1%	2.6%	-32.9%	9.2%[2.33 µM]	?	10.9%	?
> O=c1[nH]c2ccccc2n1Cc1ccc(Cl)cc1
→ 2.8	3.8%	7.0%	24.8%	-1.1%	33.1%[12.7 µM]	0.4%	-12.9%	-7.9%
> CC[C@]12c3[nH]c4cc(CCC(=O)N(C)C)ccc4c3CCN1C(=O)[C@@H](CC(=O)NCCN1CCOCC1)C[C@@H]2C(=O)N1CCN(C(=O)C2CC2)CC1
→ 2.6	5.1%	11.7%	24.9%	-10.9%	nt	nt	-8.9%	5.3%
> O=C(c1ccccc1)N1CC(COc2ccccc2)OC(c2ccco2)O1 (stereo unspecified)
→ 10.8	4.6%	2.6%	-21.9%	-24.5%	1.0%[0.501 µM]	?	-36.0%	?
> Cc1nn(Cc2ccccc2)c(=O)c2nn(-c3ccc(Cl)cc3)c(C)c12
→ 5.9	-8.4%	-8.9%	-4.2%	-13.6%	3.6%[59 µM]	4.5%	?	-1.8%
> Cc1ccc2c(c1)N(C(C)C(=O)NCc1ccccn1)C(=O)CO2 (stereo unspecified)
→ -2.8	-6.7%	-22.6%	65.5%[activator]	1.5%[11.4 µM]	67.7%[activator]	-22.2%	16.3%[11.4 µM]	0.0%
> COc1cc2c(=O)n(Cc3ccccc3)c(=O)n(CC(=O)NCc3ccco3)c2cc1OC
→ -3.2	0.3%	4.8%	19.2%	-10.0%	24.1%[12.7 µM]	7.7%	-11.4%	1.9%
> CSCC[C@H](NS(=O)(=O)c1ccc(C)cc1)C(=O)N1CCC(C(=O)N[C@@H](C)C(=O)O)CC1
→ 4.7	4.4%	1.6%	45.6%[activator]	-2.0%	nt	-30.1%	-15.6%	34.0%[activator]
> CCOc1ccc(C2CC(c3ccc(OC)cc3)n3ncnc3N2)cc1 (stereo unspecified)
→ 0.2	9.5%	3.3%	29.6%	-26.8%	-11.9%[59 µM]	0.3%	1.4%	8.3%[57.4 µM]
> COC(=O)N/N=C/c1cccc(OC(=O)c2ccc3c(c2)OCO3)c1
→ -3.7	-7.2%	-0.2%	3.0%	-18.8%	8.7%	-5.3%	-20.2%	?
> O[C@@H]1CN(C2CCCCC2)CC[C@H]1N1CCN(CCc2ccccc2)CC1
→ -2.4	5.9%	-2.5%	9.1%	-11.6%	nt	0.0%	24.6%	nt
> CCN(CC)c1nc(Oc2ccc(C(=O)OC)cc2)nc(N2CCOCC2)n1
→ -8.1	-11.3%	14.2%	58.2%[activator]	14.7%	-6.9%[59 µM]	2.0%	10.2%	-1.5%
> CC1(C)Cc2c(sc(NC(=O)C(=O)N3CCCC3)c2C#N)CO1
→ -2.7	-1.6%	5.5%	3.8%	?	28.2µM*	-32.8%	25.7%	-1.6%
> COC1CCCN(C(=O)c2cccc(OC3CCN(S(=O)(=O)N(C)C)CC3)c2)C1 (stereo unspecified)
→ 4.7	1.7%	2.0%	59.7%[activator]	-17.8%	10.9%	-3.9%[57.1 µM]	-0.7%[56.9 µM]	-7.6%
> Cc1cccc(Cn2c(CNS(=O)(=O)c3ccc(Cl)s3)nc3cccnc32)c1
→ -1.1	-2.8%	0.7%	24.2%[57 µM]	-23.9%	38.4%[59 µM]	0.6%	-17.8%	-11.7%
> COc1ccc2c(c1)CCc1c(C(=O)NCc3ccc(F)cc3)noc1-2
→ -3.8	5.4%	8.5%	50.7%[activator]	-21.4%	15.1%[59 µM]	11.6%	-2.6%	8.1%
> CC(Sc1cn(CCNC(=O)c2ccccc2F)c2ccccc12)c1ccccc1 (stereo unspecified)
→ 0.7	0.3%	-0.6%	25.8%	-9.0%	24.0%[59 µM]	-13.7%	-7.5%	-13.7%
> COc1ccc(Cc2noc(-c3ccccc3)n2)cc1OC
→ -4.1	-4.7%	11.3%	34.7%	6.9%	45.4%[activator]	5.2%	-16.5%	2.5%
> O=C(CCSc1nnnn1-c1ccccc1)N1CCOCC1
→ 0.6	-27.9%	-13.1%	36.8%	8.2%	5.8%[12.7 µM]	-5.5%	-5.3%	-19.0%
> COc1cc(OC)c(OC)cc1CNC(=O)c1cc(=O)[nH]c2ccccc12
→ 1.7	-1.2%	-7.4%	20.8%	-3.0%	-29.0%	9.1%	-24.0%	1.0%
> CC(=O)c1c(COC(=O)c2ccccc2Cl)nc2ccccc2[n+]1[O-]
→ -1.7	0.5%	-1.7%	-6.1%	?	?	-34.3%	-17.8%	0.0%
> Cc1cc(-c2ccccc2)nc(N/N=C/c2ccco2)n1
→ 5.3	-10.9%	6.2%	11.1%	?	nt	?	-0.8%	-23.3%
> Cc1ccc(SCc2cc(=O)[nH]c(/N=C(\N)Nc3ccccc3Sc3ccccc3)n2)cc1
→ -1.3	5.9%	nt	25.4%	-18.8%	-1.0%[59 µM]	4.3%	0.6%	19.3%
> CCc1ccc(C(=O)c2cn(CC(=O)Nc3ccc(OC)cc3OC)c3ccc(CC)cc3c2=O)cc1
→ -2.3	-12.1%	3.4%	25.7%	-18.9%	?	-14.0%	-11.3%	-6.0%
> Cc1cc(C)cc(NC(=S)NCc2cccn2C)c1
→ 1.2	33.4%[activator]	-0.7%	-26.5%	?	-5.7%[59 µM]	50.1µM*	13.5%	?
> N[C@@H](Cc1cnc[nH]1)C(=O)Nc1ccc2ccccc2c1
→ 3.7	-7.6%	5.7%	12.8%	?	nt	nt	-0.4%	36.6%[activator]
> COc1ccc(-c2cc(C(F)F)n3ncc(C(=O)N4CCCCC4)c3n2)cc1
→ -6.9	9.3%	-2.9%	50.1%[activator]	12.1%	23.2%[12.7 µM]	0.8%	1.4%	0.0%
> CC(=O)Nc1ccc(Nc2nc3c(S(=O)(=O)c4ccc(C)c(C)c4)nnn3c3ccccc23)cc1
→ 0.3	-6.9%	-0.1%	28.9%	-12.8%	?	-18.9%	-22.0%	1.5%
> COc1ccc(NC(=O)COC(=O)Cn2c(C)nc3ccccc32)cc1OC
→ -4.5	5.3%	2.2%	10.5%	-4.8%	-1.4%	0.6%[57.1 µM]	-15.3%	0.0%
> CC(C)(C)P(=O)(CO)c1ccccc1 (stereo unspecified)
→ 2.7	2.4%	-4.1%	22.5%	-14.4%	-4.2%	1.5%	-9.3%	5.0%
> COc1ccc(-c2cc(C(=O)Nc3cccc(C(C)=O)c3)no2)cc1OC
→ 1.6	-4.2%	-6.6%	1.3%	-8.2%	-5.3%[59 µM]	5.4%	3.0%	-25.3%
> CCCc1nnc(SCC(=O)N2CCCCC2)n1CC1CCCO1 (stereo unspecified)
→ 2.0	-8.5%	-6.3%	24.4%	3.0%	-3.5%	-9.9%	18.1%	1.6%
> Cc1cc(C)cc(C(=O)n2cnnc2N)c1
→ 29.1	12.1%	4.7%	49.4%	-12.1%	?	9.5%	-2.1%	2.6%
> Cc1cc(C)n2nnnc2n1
→ -1.3	6.7%	-5.4%	-1.3%	-15.5%	-27.9%	-1.3%	3.6%	0.0%
> NS(=O)(=O)c1ccc(CCNC(=O)c2ccc(S(=O)(=O)N3CCCCC3)cc2)cc1
→ 2.4	-4.5%	-1.0%	33.7%	-2.3%	-3.6%[12.7 µM]	2.5%	-8.2%	0.0%
> COc1cc(CNCCSc2nnnn2C)ccc1OCc1ccc(Cl)cc1Cl
→ 1.7	5.2%	-0.1%	-2.3%	?	-31.5%[59 µM]	?	-0.6%	39.8µM*
> Cc1c(C)n(Cc2ccccc2)c2ncnc(NCCO)c12
→ 0.8	16.6%	1.5%	38.8%	-27.3%	-4.3%	-17.5%	0.1%[56.9 µM]	2.9%
> O=C(C1CCC(=O)N1C1CCCCC1)N1CCN(c2ccc(F)cc2)CC1 (stereo unspecified)
→ -2.4	54.9%[activator]	nt	11.8%	-10.1%	?	-3.6%	8.9%	9.5%

# These rows are one share of the data; the hit share may differ from the screen's.
